Wee1 degr inh: blocks degradation of human Wee1 kinase. HeLa Luc-Wee1K328M stability, luciferase luminescence; 100% = proteasome inhibitor MG132 effect. reporter increase, % at 5 µM. actives 1.2% (n = 220,000);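 active = activation above the mean of all tested compounds plus 3 SD, set per screening run, cut at about 8.8% in these data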;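 also: cells exposed to compound for 20 h before luminescence read; 0% = DMSO alone and 100% = MG132 at 30 µM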
hK5 inh: blocks human kallikrein 5 protease activity; recombinant hK5, fluorogenic AMC substrate cleavage; Q9Y337; actives 0.59% (n = 210,000); inhibition, % at 5 µM; AID 873;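 active = inhibition of 40% or more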;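 also: 0% = enzyme controls without compound and 100% = no-enzyme blanks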
Target sequence (Q9Y337 67-293 limits assumed): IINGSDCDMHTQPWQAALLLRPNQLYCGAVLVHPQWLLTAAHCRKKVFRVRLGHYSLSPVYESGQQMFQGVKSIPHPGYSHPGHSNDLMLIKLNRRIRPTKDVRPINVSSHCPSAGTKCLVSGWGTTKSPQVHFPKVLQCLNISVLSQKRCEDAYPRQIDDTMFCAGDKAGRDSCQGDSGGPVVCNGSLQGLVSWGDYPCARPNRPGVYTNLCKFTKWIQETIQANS
thrombin 1536: inhibitors of human thrombin; P00734; alpha-thrombin, Boc-VPR-AMC fluorogenic substrate cleavage; inhibition, % at 5 µM; actives 0.26% (n = 220,000);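 active = inhibition at or above 40%; inactive = inhibition below 40%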;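 also: 0% = enzyme with no compound and 100% = wells without enzyme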
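System – human alpha-thrombin · Medium – pH 7.5 Tris (50 mM) with NaCl 150 mM, Tween 20 0.05% · Compound – single-point dosing at 5 µM, 0.2% DMSO · Incubation – enzyme reaction carried out at room temperature · Technique – fluorescence of released AMC, ex 355 nm, em 460 nm · Read-out basis – % inhibition of thrombin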
FXIIa inh: factor XIIa (human) inhibition; P00748; purified FXIIa, Boc-QGR-AMC fluorogenic substrate, 2 h; inhibition, % at 5 µM; actives 0.3% (n = 220,000); in the data active = inhibition above about 40%;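 also: 0% = enzyme with no compound and 100% = blank without enzyme; many of its hits are not listed in these tables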
Target sequence (P00748 20-372 limits assumed): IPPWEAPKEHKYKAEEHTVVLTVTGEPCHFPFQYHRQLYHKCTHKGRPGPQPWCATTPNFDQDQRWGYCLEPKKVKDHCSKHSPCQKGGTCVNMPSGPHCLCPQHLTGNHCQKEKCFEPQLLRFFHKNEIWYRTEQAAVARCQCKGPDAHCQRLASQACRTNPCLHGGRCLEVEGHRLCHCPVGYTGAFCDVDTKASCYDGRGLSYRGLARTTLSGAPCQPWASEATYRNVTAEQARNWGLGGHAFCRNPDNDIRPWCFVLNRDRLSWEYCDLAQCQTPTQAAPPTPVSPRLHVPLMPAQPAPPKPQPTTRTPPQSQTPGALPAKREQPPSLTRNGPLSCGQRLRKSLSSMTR
Target sequence (P00748 373-615 limits assumed): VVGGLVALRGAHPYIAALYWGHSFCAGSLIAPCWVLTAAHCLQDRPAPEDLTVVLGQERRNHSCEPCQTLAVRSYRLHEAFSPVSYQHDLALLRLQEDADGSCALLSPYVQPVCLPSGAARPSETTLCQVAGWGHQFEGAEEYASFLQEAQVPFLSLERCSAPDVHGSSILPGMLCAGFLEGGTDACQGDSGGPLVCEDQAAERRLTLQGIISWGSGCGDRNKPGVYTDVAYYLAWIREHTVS
p97 inhibitor: human p97 ATPase inhibition | actives 0.42% (n = 220,000) | recombinant p97 ATPase, Kinase-Glo ATP luminescence, 3 h | inhibition, % at 8 µM | AID 1481; in the data active = inhibition above about 15%;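 also: 0% = DMSO vehicle and 100% = wells lacking enzyme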
Cl transport mod: modulates chloride dependent transport by human KCC2. KCC2 cells, thallium flux FluoZin-2 fluorescence. AID 1456. actives 2.2% (n = 190,000). B-score of Tl+ flux slope (higher = more flux/activation; lower = inhibition) at 10 µM;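 active = thallium flux slope and its plate-corrected score both differing from the plate sample mean at a set confidence after two filtering rounds, in either direction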;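 also: slope of fluorescence scaled to starting intensity during 10 to 20 s after thallium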
PERK inh: human PERK inhibition, primary cell-based screen; Q9NZJ5; CHO PERK-DD fusion, SEAP luminescence translation reporter; inhibition, % at 5.6 µM; actives 0.17% (n = 220,000); AID 1416;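 active = inhibition above the mean inhibition of all tested compounds plus 3 SD, set separately per screening campaign, cut at about 2.9% in these data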;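 also: PERK kinase domain activated by AP20187 dimerizer at 100 nM; 0% = DMSO with dimerizer and 100% = rapamycin at 8.4 µM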
Furin inhibitor: human furin inhibition | actives 0.061% (n = 220,000) | P09958 | inhibition, % at 30 µM | AID 463115 | purified furin, fluorogenic substrate cleavage; in the data active = inhibition above about 25%; also: inactives centre near -15
FXIa inh 1536: inhibitors of human coagulation factor XIa | inhibition, % at 5 µM | P03951 | actives 0.14% (n = 220,000) | purified FXIa, Boc-Glu-Ala-Arg-AMC fluorogenic substrate;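 active = inhibition of at least 40%; inactive = inhibition below 40%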;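 also: fluorescence of freed AMC excited at 355 nm; 0% = enzyme without compound and 100% = no enzyme blank; many of its hits are not listed in these tables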
Active calls of the source: *; [ ] = another dose, or the depositor's remark.

For Cc1cc(NC(=O)CSc2nnc(-c3ccncc3)n2C)n(-c2ccccc2)n1 the results were Wee1 degr inh 0, hK5 inh 3, thrombin 1536 -2, FXIIa inh 2, p97 inhibitor 5, Cl transport mod -0.55, PERK inh 1.8, Furin inhibitor -20 and FXIa inh 1536 2.
Screening C/C(=N\Nc1cc(C)nc(NCc2ccccc2)n1)c1cccc([N+](=O)[O-])c1 returned Wee1 degr inh -2, hK5 inh -3, thrombin 1536 -14, FXIIa inh 5, p97 inhibitor -1, Cl transport mod 0.85, PERK inh -0.8, Furin inhibitor -17 and FXIa inh 1536 -3.
Screening O=C(CSc1ncccn1)Nn1cnnc1 returned Wee1 degr inh 5, hK5 inh -27, thrombin 1536 -2, FXIIa inh 7, p97 inhibitor 10, Cl transport mod 0.39, PERK inh 0.7, Furin inhibitor -17 and FXIa inh 1536 6.
Screening CCc1ccccc1SCc1noc(C(=O)NCC2CCCO2)c1C(=O)O (centres undefined) returned Wee1 degr inh -1, hK5 inh -22, thrombin 1536 -11, FXIIa inh 2, p97 inhibitor 0, Cl transport mod -0.41, PERK inh 1.2, Furin inhibitor -17[20 µM] and FXIa inh 1536 -6.
Cc1cccc2sc(NC(=O)C3c4ccccc4Oc4ccccc43)nc12 was read as Wee1 degr inh -1, hK5 inh -3, thrombin 1536 -2, FXIIa inh 7, p97 inhibitor 3, PERK inh 0.2, Furin inhibitor -26[20 µM] and FXIa inh 1536 -8.
For CSc1nc2n(n1)C(c1cccc(F)c1)C(C(=O)Nc1ccc(C)cc1C)=C(C)N2 (centres undefined) the results were Wee1 degr inh 0, hK5 inh -10, thrombin 1536 4, FXIIa inh -2, p97 inhibitor 2, Cl transport mod -0.033, PERK inh 0.0, Furin inhibitor -1[20 µM] and FXIa inh 1536 -5.
For COc1ccc2[nH]c(=O)c(CNc3ccccc3OC)cc2c1 the results were Wee1 degr inh -2, hK5 inh -5, thrombin 1536 -8, FXIIa inh -4, p97 inhibitor 0, Cl transport mod 0.89, PERK inh -0.5, Furin inhibitor -12 and FXIa inh 1536 -7.
Nc1c(C(=O)N/N=C/c2ccc([N+](=O)[O-])cc2)sc2nnc(-c3ccccc3)c(-c3ccccc3)c12 was read as Wee1 degr inh 8, hK5 inh 2, thrombin 1536 -4, FXIIa inh 3, p97 inhibitor 2, Cl transport mod -0.32, PERK inh 1.2, Furin inhibitor -3 and FXIa inh 1536 0.
`CCN1C(=O)/C(=C2\C=Cc3ccccc3N2CC)OC1=S` gave Wee1 degr inh 4, p97 inhibitor 2, Cl transport mod 0.73, PERK inh 0.7 and Furin inhibitor -22[20 µM].
For COc1ccc(C2(CNC(=O)c3cccc([N+](=O)[O-])c3)CCCCC2)cc1OC the results were Wee1 degr inh -1, hK5 inh -6, thrombin 1536 -11, FXIIa inh 8, p97 inhibitor -1, Cl transport mod 0.097, PERK inh -0.8, Furin inhibitor -13 and FXIa inh 1536 6.
Screening COc1ccc(NC(=O)C2CC(=O)NC(Nc3cccc(C)c3)=N2)cc1 (centres undefined) returned Wee1 degr inh 1, hK5 inh -8, thrombin 1536 -3, FXIIa inh 14, p97 inhibitor -1, Cl transport mod 0.93, PERK inh 0.1, Furin inhibitor -10[20 µM] and FXIa inh 1536 10.
CCOC(=O)c1ccc(NC(=S)NN2CCOCC2)cc1 was read as Wee1 degr inh 3, hK5 inh -17, thrombin 1536 2, FXIIa inh 11, p97 inhibitor 3, Cl transport mod 1.7, PERK inh 1.5, Furin inhibitor -7 and FXIa inh 1536 3.
COC(=O)c1ccccc1NC(=O)Cn1cnc2cc(C)c(C)cc21 was read as Wee1 degr inh 3, hK5 inh -14, thrombin 1536 -4, FXIIa inh 4, p97 inhibitor -10, Cl transport mod 0.19, PERK inh -1.5, Furin inhibitor -20 and FXIa inh 1536 -7.
CCn1nc(C)c(Br)c1Nc1ccc(Br)cc1 was read as Wee1 degr inh -1, hK5 inh -3, thrombin 1536 -4, FXIIa inh 4, p97 inhibitor 1, Cl transport mod -0.4, PERK inh 0.1, Furin inhibitor -12 and FXIa inh 1536 -4.
Screening CC(C)[C@H](NC(=O)NCc1ccc(F)cc1)C(=O)O returned Wee1 degr inh 2, hK5 inh 1, thrombin 1536 2, FXIIa inh 9, p97 inhibitor 0, Cl transport mod 0.57, PERK inh 0.6, Furin inhibitor -15 and FXIa inh 1536 1.
Screening CC(=O)c1c(C)[n+]([O-])c2ccc3c(non3O)c12 returned Wee1 degr inh -1, hK5 inh 19, thrombin 1536 4, FXIIa inh 36, p97 inhibitor -3, Cl transport mod -0.074, PERK inh 0.6, Furin inhibitor -4 and FXIa inh 1536 30.
For CCNCCNC(=O)c1c(O)c2c([nH]c1=O)CCCC2 the results were Wee1 degr inh 1, hK5 inh -21, thrombin 1536 0, FXIIa inh 28, p97 inhibitor -2, Cl transport mod -0.61, PERK inh -0.9, Furin inhibitor -18 and FXIa inh 1536 14.
`O=C(NCc1ccccc1)c1cccc(NS(=O)(=O)c2cccc3cccnc23)c1` gave Wee1 degr inh 6, hK5 inh -15, thrombin 1536 -2, FXIIa inh 4, p97 inhibitor -3, Cl transport mod -0.84, PERK inh -0.5, Furin inhibitor -9 and FXIa inh 1536 3.
`Nc1nonc1C(=O)NCCNS(=O)(=O)c1ccc(F)cc1` gave Wee1 degr inh -3, hK5 inh -17, thrombin 1536 -10, FXIIa inh 3, p97 inhibitor 3, Cl transport mod 0.29, PERK inh 1.2, Furin inhibitor -17 and FXIa inh 1536 -2.
For CCCc1nnc(NC(=O)CCCN2C(=O)c3ccccc3C2=O)s1 the results were Wee1 degr inh 2, hK5 inh 6, thrombin 1536 1, FXIIa inh 15, p97 inhibitor -2, Cl transport mod -0.95, PERK inh 0.4, Furin inhibitor 1[20 µM] and FXIa inh 1536 1.
For COc1ccc(-c2[nH]c(-c3ccc(Cl)cc3)nc2SCC(=O)Nc2nccs2)cc1 the results were Wee1 degr inh -2, hK5 inh -11, thrombin 1536 0, FXIIa inh -1, p97 inhibitor 4, Cl transport mod -0.39, PERK inh -0.2, Furin inhibitor -8 and FXIa inh 1536 -5.
For COc1cccc(C(=O)Nc2ccc(NC(=O)C(C)(C)C)cn2)c1 the results were Wee1 degr inh 0, hK5 inh -3, thrombin 1536 1, FXIIa inh 14, p97 inhibitor -6, PERK inh 0.1, Furin inhibitor 7[20 µM] and FXIa inh 1536 0.
For Cc1ccc(S(=O)(=O)N(CC(=O)O)Cc2ccccc2)cc1 the results were Wee1 degr inh -3, hK5 inh 4, thrombin 1536 -22, FXIIa inh -1, p97 inhibitor -4, Cl transport mod 0.011, PERK inh -0.1, Furin inhibitor -18 and FXIa inh 1536 2.
COCCCC1CCN(Cc2nc(-c3ccccc3)no2)CC1 was read as Wee1 degr inh -1, hK5 inh -1, thrombin 1536 -12, FXIIa inh 4, p97 inhibitor -3, Cl transport mod 0.5, PERK inh 0.6, Furin inhibitor -15 and FXIa inh 1536 -3.
Cc1ccc(OCC(=O)Nc2sc3c(c2C#N)CCC3)cc1 was read as Wee1 degr inh 0, hK5 inh -5, thrombin 1536 -9, FXIIa inh 18, p97 inhibitor 4, Cl transport mod -0.01, PERK inh 0.3, Furin inhibitor -6[20 µM] and FXIa inh 1536 5.
For CC1(OC(=O)CCc2ccccc2)C(=O)C=C2C=C(c3ccc(C#N)cc3)N(C3CCCC3)C=C2C1=O (centres undefined) the results were hK5 inh 0, thrombin 1536 -4, FXIIa inh 9, Cl transport mod 0.0097, Furin inhibitor -16 and FXIa inh 1536 2.
CN(C)/C=C/C(=O)c1cnc(-c2ccccc2Cl)s1 was read as Wee1 degr inh -1, hK5 inh -1, thrombin 1536 -9, FXIIa inh 7, p97 inhibitor 5, Cl transport mod -0.45, PERK inh 1.0, Furin inhibitor -11 and FXIa inh 1536 5.
Screening C=CCn1c(CNC(=O)c2cccs2)nnc1SCC(=O)c1ccc(Br)cc1 returned Wee1 degr inh 2, hK5 inh -12, thrombin 1536 3, FXIIa inh 15, p97 inhibitor 0, Cl transport mod -5.1*, PERK inh -0.1, Furin inhibitor -10[20 µM] and FXIa inh 1536 3.
N/C(=N\OC(=O)CC1CCCCC1)c1ccncc1 was read as Wee1 degr inh -1, hK5 inh 3, thrombin 1536 -3, FXIIa inh 4, p97 inhibitor 2, Cl transport mod 0.7, PERK inh 1.2, Furin inhibitor -17 and FXIa inh 1536 -2.
COc1cc(/C=N/NC(=O)c2cccnc2)ccc1OCC(=O)N1CCOCC1 was read as Wee1 degr inh -2, hK5 inh -8, thrombin 1536 -14, FXIIa inh 8, p97 inhibitor -4, Cl transport mod 0.86, PERK inh 0.8, Furin inhibitor -5 and FXIa inh 1536 -3.
For Cc1onc(-c2c(F)cccc2Cl)c1C(=O)OCn1nnc2ccccc2c1=O the results were Wee1 degr inh -3, hK5 inh -15, thrombin 1536 -3, FXIIa inh 1, p97 inhibitor -2, Cl transport mod -0.66, PERK inh 0.4, Furin inhibitor -26[20 µM] and FXIa inh 1536 -8.
`CC1=NN(c2ccc(S(=O)(=O)O)cc2C)C(=O)C1` gave Wee1 degr inh -1, hK5 inh -2, thrombin 1536 -10, FXIIa inh 2, p97 inhibitor 6, Cl transport mod 1.7, PERK inh 1.1, Furin inhibitor -20 and FXIa inh 1536 -2.
For CCS(=O)(=O)N1CCCC(C(=O)NCc2ccc(C)cc2)C1 (centres undefined) the results were Wee1 degr inh 2, hK5 inh 2, thrombin 1536 0, FXIIa inh 10, p97 inhibitor 3, PERK inh 1.2, Furin inhibitor -17 and FXIa inh 1536 11.
Screening Cc1nc2ccccc2c2c1C(=O)N(C)C2=O returned Wee1 degr inh -1, hK5 inh 0, thrombin 1536 -18, FXIIa inh -11, p97 inhibitor 2, Cl transport mod 0.73, PERK inh 1.1, Furin inhibitor -26[20 µM] and FXIa inh 1536 -2.
COc1ccc(N(C(=O)c2ccco2)C(C(=O)NC2CCCCC2)c2ccccc2)cc1 (centres undefined) was read as Wee1 degr inh 1, hK5 inh -6, thrombin 1536 4, FXIIa inh 20, p97 inhibitor -5, Cl transport mod -0.94, PERK inh -0.2, Furin inhibitor -11[20 µM] and FXIa inh 1536 13.
`CCC(=O)Nc1ccc(NC(=O)c2ccc3c(c2)OCO3)cc1` gave Wee1 degr inh 1, hK5 inh -20, thrombin 1536 -2, FXIIa inh 3, p97 inhibitor 1, Cl transport mod -0.018, PERK inh 1.3, Furin inhibitor -9[20 µM] and FXIa inh 1536 0.
`O=[N+]([O-])c1ccc(SCCO)nc1SCCO` gave Wee1 degr inh -2, hK5 inh -2, thrombin 1536 -3, FXIIa inh 4, p97 inhibitor 10, Cl transport mod -0.24, PERK inh 0.4, Furin inhibitor 2 and FXIa inh 1536 -5.
COc1cnc(SCc2ccc(Cl)cc2)nc1Cl was read as Wee1 degr inh -2, hK5 inh 7, thrombin 1536 4, FXIIa inh 3, p97 inhibitor 1, Cl transport mod 0.39, PERK inh 0.4, Furin inhibitor -21[20 µM] and FXIa inh 1536 6.

Filtered by structure, the compounds so far with bromine
CCn1nc(C)c(Br)c1Nc1ccc(Br)cc1 was read as Wee1 degr inh -1, hK5 inh -3, thrombin 1536 -4, FXIIa inh 4, p97 inhibitor 1, Cl transport mod -0.4, PERK inh 0.1, Furin inhibitor -12 and FXIa inh 1536 -4.
Screening C=CCn1c(CNC(=O)c2cccs2)nnc1SCC(=O)c1ccc(Br)cc1 returned Wee1 degr inh 2, hK5 inh -12, thrombin 1536 3, FXIIa inh 15, p97 inhibitor 0, Cl transport mod -5.1*, PERK inh -0.1, Furin inhibitor -10[20 µM] and FXIa inh 1536 3.
